TPT1 inhibitor: blocks Candida albicans tRNA 2'-phosphotransferase | hit rate 0.81% among 300,000 | recombinant caTPT1, FP RNA substrate dephosphorylation | inhibition, % at 5 µM;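 active means inhibition above the mean of all tested compounds plus 3 SD, set per screening campaign, cut at about 24% in these data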;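 further: plate controls were DMSO alone for no effect and ferristatin control at 100 nM for full effect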
LYPLA2 inh: counter-screen for PME1 inhibitors: inhibitors of human LYPLA2; inhibition, % at 5.9 µM; recombinant LYPLA2, FP-Rh probe fluorescence polarization; hit rate 0.38% among 320,000;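 active means inhibition above the screen-wide mean plus 3 SD, limit set per campaign, cut at about 26% in these data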;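 further: 0% = LYPLA2 with DMSO and 100% = wells lacking LYPLA2 enzyme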
PP1 counter: counter-screen for PP5 inhibitors: inhibitors of human PP1-alpha | inhibition, % at 6.7 µM | P62136 | hit rate 0.9% among 320,000 | AID 2235 | purified PP1alpha, OMFP fluorescence;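 active means inhibition above the mean inhibition of all tested compounds plus 3 SD, computed separately for each screening campaign, cut at about 15% in these data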
Target sequence (P62136 whole entry, looked up): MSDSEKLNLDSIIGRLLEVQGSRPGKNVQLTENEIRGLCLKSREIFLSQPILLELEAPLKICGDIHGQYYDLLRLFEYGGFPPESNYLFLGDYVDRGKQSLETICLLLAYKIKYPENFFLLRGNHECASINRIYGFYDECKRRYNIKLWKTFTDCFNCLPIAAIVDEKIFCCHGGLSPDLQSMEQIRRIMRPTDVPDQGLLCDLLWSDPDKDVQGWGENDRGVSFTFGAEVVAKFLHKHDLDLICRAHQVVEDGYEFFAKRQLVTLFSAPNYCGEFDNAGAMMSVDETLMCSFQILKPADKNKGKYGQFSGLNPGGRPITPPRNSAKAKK
PP5 primary: PP5 (human) phosphatase inhibition; AID 1987; P53041; purified PP5c, OMFP substrate fluorescence; hit rate 0.18% among 320,000; inhibition, % at 6.7 µM;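 active means inhibition above the campaign's mean inhibition across all tested compounds plus 3 SD, cut at about 9.5% in these data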;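 further: 0% = DMSO only and 100% = 100 µM cantharidin control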
PREPL inhibitor: inhibitors of human prolyl oligopeptidase-like enzyme PREPL; hit rate 0.68% among 320,000; inhibition, % at 5.96 µM; Q4J6C6; recombinant PREPL, fluorescence polarization activity-based probe; in the data active means inhibition above about 43%;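 further: 0% = enzyme with DMSO and 100% = wells lacking enzyme; many of its hits are not listed in these tables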
Target sequence (Q4J6C6 whole entry, looked up): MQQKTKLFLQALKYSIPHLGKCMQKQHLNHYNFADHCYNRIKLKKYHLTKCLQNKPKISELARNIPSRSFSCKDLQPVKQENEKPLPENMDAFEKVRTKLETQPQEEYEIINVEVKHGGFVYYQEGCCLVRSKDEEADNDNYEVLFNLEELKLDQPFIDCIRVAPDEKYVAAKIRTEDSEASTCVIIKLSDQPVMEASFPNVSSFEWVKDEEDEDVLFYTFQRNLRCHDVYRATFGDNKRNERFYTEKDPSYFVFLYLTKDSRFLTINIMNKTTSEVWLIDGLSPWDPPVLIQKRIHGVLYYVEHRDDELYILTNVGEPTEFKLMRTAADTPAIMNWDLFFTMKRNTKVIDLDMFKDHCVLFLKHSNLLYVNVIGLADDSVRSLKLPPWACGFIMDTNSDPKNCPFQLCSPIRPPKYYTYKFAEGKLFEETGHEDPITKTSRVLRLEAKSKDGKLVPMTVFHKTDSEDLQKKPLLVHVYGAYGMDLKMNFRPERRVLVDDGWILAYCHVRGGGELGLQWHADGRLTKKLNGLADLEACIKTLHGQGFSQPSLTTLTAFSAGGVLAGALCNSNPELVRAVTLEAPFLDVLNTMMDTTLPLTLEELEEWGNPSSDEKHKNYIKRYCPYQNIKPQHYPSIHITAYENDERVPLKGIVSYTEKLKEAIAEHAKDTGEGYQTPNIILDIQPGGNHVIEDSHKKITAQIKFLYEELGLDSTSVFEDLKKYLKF
core dimer inh: HCV core protein dimerization inhibition. TR-FRET GST/Flag-core106 dimerization, 1536-well. inhibition, % at 5 µM. hit rate 0.33% among 300,000;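 active means inhibition above the mean of all tested compounds plus 3 SD, set per screening campaign, cut at about 45% in these data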
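Material: Tagged HCV core106 pair (GST and Flag) | Amount: GST-core106 13.5 nM, Flag-core106 17 nM | Medium: KF-containing HEPES buffer, pH 7.45, DTT, CHAPS, BSA | Reagent: Eu donor and XL665 acceptor anti-tag antibodies | Schedule: 4 h at 22.5 °C | Technique: Time-resolved FRET, ex 340 nm, em 617 and 671 nm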
Efflux pump inh: antifungal efflux pump inhibition, Nile Red retention. S. cerevisiae Candida pump triplex. inhibition, % at 10 µM. hit rate 0.44% among 330,000. AID 485275;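 active means plate passing quality check with inhibition over a set limit, or well fluorescence over plate mean plus 4 SD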;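 further: Nile Red retained in pooled yeast measured as flow cytometry median fluorescence; 0% = buffer negative control and 100% = Enniatin B positive control; higher means more Nile Red kept so more efflux inhibition; some compounds called inactive have numbers as strong as hits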
CTSL1 counter: counter-screen for PFM18AAP inhibitors: inhibitors of F. hepatica cathepsin L1; inhibition, % at 5.96 µM; recombinant F. hepatica cathepsin L1, Z-Leu-Arg-MCA fluorescence; hit rate 0.49% among 300,000;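 active means inhibition above the mean of all tested compounds plus 3 SD, set per screening campaign, cut at about 17% in these data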;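 further: 0% = plate median of test compound wells and 100% = 1 µM Z-Phe-Ala-diazomethylketone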
GASC-1 inh: human JMJD2C demethylase inhibition; hit rate 0.069% among 330,000; GST-JMJD2C(1-420) H3K9me3 demethylation, DELFIA europium; AID 2099; Q9H3R0; inhibition, % at 2.35 µM;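 active means more than half of a compound's replicate wells show inhibition beyond 50%, single wells judged on their own value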;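 further: signal counts dimethyl H3K9 product captured on neutravidin plate; 0% = median of DMSO wells and 100% = 0.3 times that DMSO median; strong numbers were not always called active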
* = called active by the depositor; · = no result given. Only part of the results is shown, so the mix of outcomes need not match the whole.

Letter code – A = TPT1 inhibitor; B = LYPLA2 inh; C = PP1 counter; D = PP5 primary; E = PREPL inhibitor; F = core dimer inh; G = Efflux pump inh; H = CTSL1 counter; I = GASC-1 inh
1. COc1cc(CNCCc2ccc(S(N)(=O)=O)cc2)ccc1OCC(=O)NC1CCCCC1
  A: -2 | B: 6 | C: -3 | D: 1.5 | E: 10 | F: 2 | G: 4.4 | H: 0 | I: -25
2. O=C(CNc1ccccc1-c1ccccc1)NCc1ccccc1
  A: 2 | B: -2 | C: 1 | D: -0.4 | E: -8 | F: -9 | G: 0.1 | H: -4 | I: -5
3. CC(C)c1ccc(NC(=S)Nc2ccc3cn[nH]c3c2)cc1
  A: -4 | B: 5 | C: -3 | D: 1.6 | E: 22 | F: -2 | G: -0.3 | H: 5 | I: 38
4. CC(C)[C@H](NC(=O)N1CCn2c1nc1ccccc12)C(=O)NC1CCCCC1
  A: -2 | B: -2 | C: 1 | D: 0.8 | E: 22 | F: -6 | G: -0.6 | H: -3 | I: 13
5. O=C(c1ccc(Br)cc1)c1cc([N+](=O)[O-])ccc1N1CCCCC1
  A: -2 | B: -4 | C: 7 | D: 1.1 | E: 20 | F: 10 | G: 0.1 | H: 2 | I: -1
6. COc1cccc(-c2csc(N3CCN(C(=S)NCC(C)C)CC3)n2)c1
  A: 0 | B: -6 | C: 3 | D: -0.2 | E: 19 | F: -5 | G: 0.1 | H: -3 | I: -4
7. CCCCCCn1c(=O)[nH]c2c(c1=O)CCC2
  A: -2 | B: 3 | C: -3 | D: -3.2 | E: 2 | F: 3 | G: -0.1 | H: -1 | I: 5
8. CCC(=O)N1CCc2cc(S(=O)(=O)N3CCCCCC3)ccc21
  A: 4 | B: 0 | C: -2 | D: 0.4 | E: 11 | F: -3 | G: -0.1 | H: 3 | I: 0
9. COc1ccc(C2c3ccc(O)cc3Oc3ncn(Cc4ccco4)c(=N)c32)cc1 (stereo not given)
  A: 7 | B: -8 | C: 7 | D: 1.8 | E: -8 | F: -3 | G: 0.0 | H: -2 | I: 1
10. CC1=C(n2nnc([N+](=O)[O-])n2)C(c2cccnc2)C(C#N)=C(N)O1 (stereo not given)
  A: -3 | B: 4 | C: -2 | D: 0.2 | E: 2 | F: -1 | G: -0.1 | H: 3 | I: 16
11. COc1ccc(N=C2S/C(=C\c3ccc(Cl)c([N+](=O)[O-])c3)C(=O)N2CCN(C)C)cc1
  A: -4 | B: -3 | C: 10 | D: 3.4 | E: 20 | F: 3 | G: -2.4 | H: 3 | I: -16
12. COc1cc(/C=N/NC(=O)c2ccc(Cn3cc([N+](=O)[O-])cn3)o2)cc(Br)c1O
  A: -5 | B: -3 | C: -6 | D: -1.0 | E: 5 | F: -26 | G: -0.1 | H: 3 | I: -6
13. CCOc1cc(/C=N/Nc2ncnc(Cl)c2N)ccc1O
  A: 2 | B: 3 | C: 2 | D: 1.7 | E: 11 | F: -19 | G: 0.3 | H: 4 | I: 3
14. CN(Cc1cn(C)nc1-c1ccc(Oc2ccccc2)cc1)Cc1cnc2ccccn12
  A: -1 | B: 6 | C: 2 | D: -1.2 | E: 19 | F: 2 | G: -0.1 | H: -9 | I: 2
15. c1ccc(CSc2ncnc3c2cnn3-c2ccccc2)cc1
  A: -4 | B: 12 | C: -3 | D: 2.5 | E: -1 | F: 0 | G: -0.1 | H: 0 | I: 5

6 of these compounds in another layout.
Results follow in this order: TPT1 inhibitor	LYPLA2 inh	PP1 counter	PP5 primary	PREPL inhibitor	core dimer inh	Efflux pump inh	CTSL1 counter	GASC-1 inh
7. CCCCCCn1c(=O)[nH]c2c(c1=O)CCC2
  -2	3	-3	-3.2	2	3	-0.1	-1	5
8. CCC(=O)N1CCc2cc(S(=O)(=O)N3CCCCCC3)ccc21
  4	0	-2	0.4	11	-3	-0.1	3	0
9. COc1ccc(C2c3ccc(O)cc3Oc3ncn(Cc4ccco4)c(=N)c32)cc1 (stereo not given)
  7	-8	7	1.8	-8	-3	0.0	-2	1
10. CC1=C(n2nnc([N+](=O)[O-])n2)C(c2cccnc2)C(C#N)=C(N)O1 (stereo not given)
  -3	4	-2	0.2	2	-1	-0.1	3	16
11. COc1ccc(N=C2S/C(=C\c3ccc(Cl)c([N+](=O)[O-])c3)C(=O)N2CCN(C)C)cc1
  -4	-3	10	3.4	20	3	-2.4	3	-16
12. COc1cc(/C=N/NC(=O)c2ccc(Cn3cc([N+](=O)[O-])cn3)o2)cc(Br)c1O
  -5	-3	-6	-1.0	5	-26	-0.1	3	-6

Additional structures
Letter code – A = TPT1 inhibitor; B = LYPLA2 inh; C = PP1 counter; D = PP5 primary; E = PREPL inhibitor; F = core dimer inh; G = Efflux pump inh; H = CTSL1 counter; I = GASC-1 inh
16. COc1cccc(NC(=O)N2CCCC2C(=O)NC2CC2)c1 (stereo not given)
  A: 0 | B: 6 | C: -2 | D: 0.6 | E: 8 | F: 0 | G: 0.0 | H: 3 | I: -2
17. C=CCOC(=O)C1=C(C)OC(N)=C(C#N)C1c1c(C)nn(-c2ccccc2)c1Cl (stereo not given)
  A: 5 | B: 0 | C: 0 | D: 2.4 | E: -12 | F: 7 | G: 0.0 | H: -3 | I: 5
18. CCN(CC)CCNC(=O)c1cc([N+](=O)[O-])c(N(C)C)cc1OC
  A: -3 | B: 0 | C: 0 | D: -1.6 | E: -9 | F: -1 | G: -0.2 | H: 3 | I: 8
19. O=C(Nc1c(C(=O)N2CCCCC2)cnn1-c1ccccc1)c1ccco1
  A: 0 | B: 4 | C: -2 | D: -0.5 | E: 7 | F: -2 | G: 0.1 | H: 4 | I: 9
20. COc1ccccc1C(=O)NCCC(=O)NCCc1ccccc1
  A: -6 | B: 6 | C: -4 | D: 1.5 | E: -3 | F: 11 | G: 0.0 | H: -5 | I: 2
21. Cc1ccc(NC(=O)CCc2nc3ccccc3c(=O)[nH]2)cc1S(=O)(=O)N1CCOCC1
  A: -2 | B: 6 | C: 1 | D: -0.2 | E: 19 | F: -8 | G: 0.0 | H: 5 | I: 4
22. Nc1nc2c3ccccc3nc(C3CC3)n2n1
  A: -4 | B: 6 | C: -3 | D: 2.5 | E: -5 | F: -2 | G: 0.1 | H: 0 | I: 5
23. COc1ccc(CCNCc2ccc(OCC(=O)N3CCCCC3)c(OC)c2)cc1OC
  A: 0 | B: 3 | C: 1 | D: 0.5 | E: -8 | F: -4 | G: 0.1 | H: -2 | I: -11
24. COc1ccc(Nc2c3c(nc4ccccc24)CCCC3)cc1OC
  A: 2 | B: -3 | C: 4 | D: 0.2 | E: 34 | F: 8 | G: -0.1 | H: 0 | I: -2
25. CN(c1ccccc1C(=O)Nc1ccc(F)c(Cl)c1)S(C)(=O)=O
  A: -2 | B: 1 | C: -2 | D: 0.7 | E: 5 | F: 2 | G: -0.1 | H: 6 | I: -25
26. COc1ccc2cc([C@H](C)C(=O)N(C)Cc3ccccc3N3CCCC3)ccc2c1
  A: 7 | B: -9 | C: 8 | D: -0.7 | E: 17 | F: 8 | G: 0.2 | H: 3 | I: 6
27. Cc1cccc2cc(/C=N/NC(=O)c3ccccc3O)c(Cl)nc12
  A: -2 | B: -4 | C: 1 | D: 1.3 | E: -4 | F: 10 | G: 0.0 | H: 2 | I: 22
28. S=C(Nc1ccc(Br)cc1)N1CCN(C2CCCCC2)CC1
  A: -1 | B: 0 | C: -1 | D: 1.2 | E: 11 | F: 0 | G: 1.2 | H: -3 | I: -8
29. O=C(Cc1cccc(C(F)(F)F)c1)NCC(=O)Nc1cc(Cl)ccc1Cl
  A: 0 | B: -3 | C: -5 | D: 2.3 | E: -17 | F: -4 | G: 0.0 | H: -1 | I: 13
30. Cc1ccc(CCNC(=O)C2CCCN2S(=O)(=O)c2ccc3c(c2)CCC(=O)N3)cc1 (stereo not given)
  A: -2 | B: 7 | C: 0 | D: -2.3 | E: 1 | F: 0 | G: -0.1 | H: 2 | I: -5
31. O=C(NC(=S)Nc1cnc2ccccc2c1)c1ccccc1
  A: 3 | B: 5 | C: -4 | D: -3.2 | E: -4 | F: 7 | G: -0.1 | H: -7 | I: -4
32. O=C(Cc1ncon1)Nc1ccc(F)c(F)c1F
  A: -2 | B: 3 | C: -2 | D: 2.0 | E: 23 | F: -3 | G: -0.2 | H: 1 | I: -19
33. COc1cc(-c2nnn(CC(=O)NCc3ccccc3)n2)cc(OC)c1OC
  A: -3 | B: 1 | C: -1 | D: 2.0 | E: -2 | F: -7 | G: -0.1 | H: -2 | I: 5
34. N#CCc1ccc(NC(=O)c2ccc(S(=O)(=O)N3CCOCC3)cc2)cc1
  A: 3 | B: 4 | C: -1 | D: 0.8 | E: 3 | F: -3 | G: -0.3 | H: 8 | I: -4
35. Cc1ccc(S(=O)(=O)N/N=C/c2ccc(OCC(=O)N3CCOCC3)cc2)cc1
  A: -2 | B: 1 | C: -2 | D: 4.0 | E: 7 | F: -5 | G: 0.1 | H: 1 | I: -8
36. O=C1NCCN1C(=O)c1cccc(Cl)c1
  A: -2 | B: 7 | C: -1 | D: -0.1 | E: -5 | F: -2 | G: -0.1 | H: 19* | I: -7
37. COC(=O)c1sc2nc(-c3ccco3)ccc2c1N
  A: 9 | B: 3 | C: -5 | D: -0.3 | E: 15 | F: 20 | G: 0.0 | H: 9 | I: 2
38. COc1ccc(-n2nc(C(=O)NCC(=O)NCc3ccco3)c3ccccc3c2=O)cc1Cl
  A: -1 | B: 4 | C: 2 | D: -2.0 | E: 3 | F: 1 | G: 0.0 | H: 2 | I: 2
39. CCOC(=O)c1c(N)sc2c1CCC1C(=O)N(C3CCCCC3)C(=O)C21 (stereo not given)
  A: 9 | B: -2 | C: 15* | D: 2.6 | E: 13 | F: 29 | G: 0.0 | H: 9 | I: -2
40. C=CCn1c(CCCNC(=O)c2ccccc2OC)nc2ccccc21
  A: -1 | B: 0 | C: 2 | D: -1.8 | E: -1 | F: -5 | G: -0.1 | H: 0 | I: -6
41. O=C(Cn1nnc(-c2ccc3c(c2)OCO3)n1)N1CCOCC1
  A: -2 | B: 4 | C: -1 | D: 0.1 | E: 0 | F: -6 | G: -0.1 | H: 1 | I: 5
42. COc1cc(C=C(C(C)=O)C(C)=O)ccc1O
  A: -1 | B: 3 | C: 2 | D: 2.2 | E: 8 | F: -6 | G: 0.1 | H: -2 | I: 3
43. CC1(C)Cc2nc3oc4c(=O)n(CC(=O)Nc5ccc(Cl)cc5)cnc4c3cc2CO1
  A: 4 | B: -8 | C: 0 | D: 2.2 | E: 2 | F: 5 | G: 0.4 | H: -2 | I: 8
44. CCS(=O)(=O)N1CCC(N2CCN(c3ccccc3)CC2)CC1
  A: 1 | B: -3 | C: 0 | D: -0.1 | E: -2 | F: 2 | G: -0.1 | H: 3 | I: -11
45. CC1(C)Cc2ccccc2-c2nnc(-c3ccco3)n21
  A: -11 | B: 5 | C: 3 | D: 0.8 | E: 2 | F: -4 | G: 0.0 | H: -4 | I: 6
46. O=C(NC1CCCC1)c1cccc(S(=O)(=O)N2CCOCC2)c1
  A: · | B: -4 | C: -3 | D: 3.8 | E: 16 | F: · | G: -0.1 | H: · | I: -13
47. COc1ccc(-c2sc(Nc3ccccc3)n[n+]2-c2ccc(F)cc2)c(OC)c1OC
  A: 0 | B: 3 | C: -4 | D: -1.8 | E: -3 | F: 8 | G: 0.0 | H: 2 | I: 2
